TRPV1 agonist: agonists of human vanilloid receptor 1 (TRPV1). activation, % at 8.33 µM. TRPV1-expressing cells, Fluo-8 calcium influx, agonist mode. AID 540275. actives 0.19% (n = 320,000). Q8NER1; in the data active = activation above about 80%; inconclusive = between about 30% and that limit; note: 0% is about no effect
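Fluo-8 calcium influx in TRPV1-expressing cells, kinetic read (ex 480/em 520 nm). Compound added and read 3 min for agonist activity, followed by capsaicin at EC20 final and 2 min further read for enhancement.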
TSG101-PTAP inh: blocks PTAP/TSG101 interaction to inhibit HIV-1 budding; Q99816; Fluorescence polarization, FITC-PTAP peptide / Tsg101 binding; Potency, µM (doses to about 115 µM), without a hit: at the highest dose activity change, negative = inhibition, hits mostly inhibitors; 340,000 tested, under 10 active; AID 493005; active = well fitted inhibition curve with a large enough effect in the main read-out, with a control signal flat, not every such curve was filed as active; inconclusive = small, poorly fitted or top-dose-only effect, or effect the other way, or a change in a side signal; inactive = no such curve, though single readings can be large or run the other way; note: potency is the fitted concentration of half-maximal effect; % of control where 0% means no effect
Target sequence (Q99816 whole entry, looked up): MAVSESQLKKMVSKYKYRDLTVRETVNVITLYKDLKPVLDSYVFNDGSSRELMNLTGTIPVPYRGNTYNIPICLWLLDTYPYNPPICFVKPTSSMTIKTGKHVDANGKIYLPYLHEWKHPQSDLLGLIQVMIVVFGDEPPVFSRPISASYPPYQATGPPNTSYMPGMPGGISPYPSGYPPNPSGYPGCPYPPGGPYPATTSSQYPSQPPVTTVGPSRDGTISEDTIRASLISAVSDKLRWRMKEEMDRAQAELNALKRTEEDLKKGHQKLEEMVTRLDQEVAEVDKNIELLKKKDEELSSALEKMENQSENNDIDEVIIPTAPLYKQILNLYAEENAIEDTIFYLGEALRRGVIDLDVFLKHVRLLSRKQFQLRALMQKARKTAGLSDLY
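Compounds were pin-transferred onto Tsg101 binding domain (10 uM final) in HEPES pH 7.5 buffer, then FITC-PTAP peptide was added at 50 nM final. After 20 min at RT, polarization reported peptide displacement across a qHTS concentration series.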
A-T KAP1 phos: potential ataxia-telangiectasia treatment. Potency, µM (titrated, usually from 57.5 µM), without a hit: at the top dose activation, actives largely listed as activators. […] A-T fibroblasts, KAP-1 phosphorylation AlphaLISA; neocarzinostatin DNA damage 30 min before lysis. AID 485349. actives 0.19% (n = 320,000); note: potency is the fitted concentration of half-maximal effect; % of control where 0% means no effect; nearly all actives have a fitted effect of over 45% in size
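hTERT-immortalized A-T patient fibroblasts ([…]), 500 cells/well in OPTI-MEM, 1% FBS, got compounds for 60 min, then NCS for 30 min at 37C. Lysates were then assayed for phospho-KAP-1 by AlphaLISA (anti-pKAP1 donor, anti-KAP1 acceptor beads), 6 hr at 25C.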
CXXC DNA block: MLL CXXC-DNA interaction inhibition; Q03164; MLL-CXXC / FITC-HOXA9 DNA fluorescence polarization; actives 0.037% (n = 290,000); Potency, µM (top dose mostly 115 µM), for the others: at the highest dose activity change, negative = inhibition, most hits filed as inhibitors; AID 2662; active = well fitted inhibition curve with a large enough effect in the polarisation, with a control signal flat, not every such curve was filed as active; inconclusive = small, poorly fitted or top-dose-only effect, or effect the other way, or a change in a side signal; inactive = no such curve, though single readings can be large or run the other way; the % refers to the polarisation; note: potency is the fitted concentration of half-maximal effect
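Fluorescence polarization: 7 uM MLL-CXXC (stock) preincubated 5 min with compounds, then 50 nM fluorescein-HOX-A9 DNA (stock) added; 30 min ambient. Buffer 50 mM Tris-HCl pH 7.5, 50 mM NaCl, 1 mM DTT, 0.05% BSA.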
B2AR arrestin: agonists driving beta-arrestin recruitment to human beta2-adrenergic receptor. Potency, µM (highest dose often 46.1 µM), without a hit: top-dose activation, most hits filed as activators. AID 492947. beta-arrestin recruitment to beta2AR, cell-based reporter. actives 0.02% (n = 330,000);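 note: potency is the fitted concentration of half-maximal effect; 0% = DMSO controls and full agonism = EC100 isoproterenol or metaproterenol; nearly all actives have a fitted effect of over 65% in size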
Target sequence (P07550 whole entry, looked up): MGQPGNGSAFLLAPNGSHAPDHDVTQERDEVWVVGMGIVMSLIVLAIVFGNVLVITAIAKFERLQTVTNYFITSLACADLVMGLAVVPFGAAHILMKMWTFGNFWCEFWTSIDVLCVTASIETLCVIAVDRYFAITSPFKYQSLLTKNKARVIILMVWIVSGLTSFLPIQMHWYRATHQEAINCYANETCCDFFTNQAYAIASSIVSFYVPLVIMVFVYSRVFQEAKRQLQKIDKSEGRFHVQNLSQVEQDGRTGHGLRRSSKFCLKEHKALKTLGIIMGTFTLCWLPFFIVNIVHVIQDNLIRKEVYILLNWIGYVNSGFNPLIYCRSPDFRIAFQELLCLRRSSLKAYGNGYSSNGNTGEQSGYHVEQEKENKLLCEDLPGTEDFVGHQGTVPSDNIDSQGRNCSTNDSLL
ELG1 repair inh: inhibitors of ELG1-dependent DNA repair in HEK293T cells; actives 2.3% (n = 330,000); HEK293T ELG1-luciferase reporter, luminescence, 16 h; DNA damage induced by 5-fluorouridine; Potency, µM (titrated, usually from 46.1 µM), inactives show top-dose activity change, negative = inhibition, hits mostly inhibitors; note: potency is the fitted concentration of half-maximal effect; % is set by controls: 0 for no effect and ±100 for the full control effect; nearly all actives have a fitted effect of over 55% in size
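Quantitative HTS, concentration-response format. 2,000 cells/well co-treated with 5-fluorouridine and compound, 16 hr in 5% CO2 at 37 °C; ONE-Glo luminescence read after 30 min.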
TCR activator: activates T cell receptor signaling; Potency, µM (titrated, usually from 9.22 µM), without a hit: top-dose activation of IL-2 secretion, usual class: activators; primary human leukocytes, anti-CD3, IL-2 HTRF, 48 h; AID 504894; 330,000 tested, under 10 active; note: % of control where 0% means no effect
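IL-2 produced over 48 hr by a-CD3 bead-stimulated primary human leukocytes exposed to compounds was detected with a homogeneous time-resolved FRET immunoassay, 665nm acceptor signal after 320nm excitation.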
a7 integrin act: activates integrin-mediated alleviation for muscular dystrophy; actives 0.064% (n = 350,000); AID 624291; alpha7betagal myoblasts, beta-gal FDG fluorescence, 48 h; Potency, µM (highest dose often 38.3 µM), without a hit: top-dose activation, usual class: activators;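 note: potency is the fitted concentration of half-maximal effect; 100% = response of the positive control SU9516; nearly all actives have a fitted effect of over 60% in size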
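alpha7betagal+/- myoblasts (passage 13, 250/well) treated 48 h at 37C with compounds at 1:260 dilution of DMSO stock. Lysed, then beta-galactosidase activity read as FDG fluorescence (ex 480/em 540) after 30 min, with pre-read for autofluorescence.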
BRCA1 expr up: activators of BRCA1 expression. actives 1.1% (n = 380,000). Potency, µM (titrated, usually from 46.1 µM), without a hit: at the top dose activation, actives largely listed as activators. MCF7-BRCA1-FFLuc reporter, luminescence, 48 h; response scale: scaled: vehicle 0%, 10 µM genistein 100%; note: potency is the fitted concentration of half-maximal effect; nearly all actives have a fitted effect of over 80% in size; some results filed as inactive show a strong effect at the top dose
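Cells: MCF7-BRCA1-FFLuc, 2000/well. Exposure: 48 h, 37 °C, 5% CO2. Read: luminescence, 15 min post-substrate. Controls: genistein 10 microM (maximal activation), DMSO (neutral).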
p53 reactivation: mutant p53 re-activation in reporter cells; actives 0.063% (n = 320,000); Potency, µM (top dose mostly 92.2 µM), inactives show top-dose activity change, positive = activation, most hits filed as activators; H1299 p53-A138V BP100-luciferase reporter, luminescence, 24 h; note: potency is the fitted concentration of half-maximal effect; % of control where 0% means no effect; nearly all actives have a fitted effect of over 45% in size
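H1299 (p53-null), stable ts p53-A138V + BP100-Luc; 1000 cells/well, Opti-MEM/10% FBS; cpd 4 pt, 1:5; 24 h, 37 deg C, 5% CO2; detection reagent 10 min RT; luminescence.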
An asterisk follows results filed as active; ? = inconclusive; . = not tested or not shown; & = joins results of further samples; [ ] = remark or other dose. Unless noted, calls come from the whole dose curve; as a rule, active = well fitted curve in the direction sought with a large enough effect; inconclusive = small, poorly fitted or top-dose-only effect, or another doubt; inactive = no such curve, though single readings can be large; an effect the other way counts as inactive or inconclusive. An excerpt, so the mix of outcomes need not match the whole.

SMILES	TRPV1 agonist	TSG101-PTAP inh	A-T KAP1 phos	CXXC DNA block	B2AR arrestin	ELG1 repair inh	TCR activator	a7 integrin act	BRCA1 expr up	p53 reactivation
C[C@H]1c2cccc(O)c2C(O)=C2C(=O)C3(O)C(O)=C(C(N)=O)C(=O)[C@@H](N(C)C)[C@@H]3[C@@H](O)[C@@H]21 (some centres not stated)	2	3%	-7%	.	0.0%	0%	-3%	.	12%	3%
CC(C)(C(=O)c1cccnc1)c1cccnc1	.	10%	.	-1%[51.4 µM]	.	.	10%	.	5%&23%	.
COc1cc(C)nc(-n2nc(C)cc2OC)n1	0	0%	-14%	6%	-1.8%	0%	-2%	.	28%	-1%
CCC(Cc1c(I)cc(I)c(N)c1I)C(=O)O (configuration not stated)	-1	-6%	3%	.	0.0%	?	1%	.	6%	0%
CC(=O)N(CC(O)CO)c1c(I)c(C(=O)NCC(O)CO)c(I)c(C(=O)NCC(O)CO)c1I (configuration not stated)	-1	-3%	-3%	3%	-0.1%	?	1%	.	0%	-1%
C/C=C(/C)C(=O)O[C@@H]1c2cc3c(c4c2[C@@]2(CO4)C(=O)C(OC)=C(OC)C=C2C[C@@H](C)[C@H]1C)OCO3	-2	0%	-13%	-7%	-0.5%	12%	-2%	2%	15%	-1%
CN1CCC(=C2c3ccccc3CC(=O)c3sccc32)CC1	10&1&4	1%&-5%&0%	-10%&-1%	12%&8%&-1%	-1.8%&-0.9%&-0.4%	-6%&25%	8%&-6%&-10%	.	0%&1%&-1%	-3%&-9%
COc1ccc(Sc2ccc(NC(=O)c3ccccc3Cl)cc2C#N)cc1	-1	-4%	0%	14%	0.2%	?	-3%	-38%	-66%	6%
CC1(C)Oc2ccc(C#N)cc2[C@@H](N2CCCC2=O)[C@@H]1O	-5	0%	-1%	10%	0.2%	-16%	0%	.	12%	-4%
C#C[C@]1(O)CC[C@H]2[C@@H]3CCC4=CC(=O)CC[C@@H]4[C@H]3CC[C@@]21CC	15&21&7	0%&1%	-7%	5%&19%&8%	0.1%&3.7%&-0.4%	17%	1%&-1%	.	-23%&-5%	3%

Seven of the compounds above, as a markdown table.
| Compound | TRPV1 agonist | TSG101-PTAP inh | A-T KAP1 phos | CXXC DNA block | B2AR arrestin | ELG1 repair inh | TCR activator | a7 integrin act | BRCA1 expr up | p53 reactivation |
| --- | --- | --- | --- | --- | --- | --- | --- | --- | --- | --- |
| C[C@H]1c2cccc(O)c2C(O)=C2C(=O)C3(O)C(O)=C(C(N)=O)C(=O)[C@@H](N(C)C)[C@@H]3[C@@H](O)[C@@H]21 (some centres not stated) | 2 | 3% | -7% | . | 0.0% | 0% | -3% | . | 12% | 3% |
| CC(C)(C(=O)c1cccnc1)c1cccnc1 | . | 10% | . | -1%[51.4 µM] | . | . | 10% | . | 5%&23% | . |
| COc1cc(C)nc(-n2nc(C)cc2OC)n1 | 0 | 0% | -14% | 6% | -1.8% | 0% | -2% | . | 28% | -1% |
| CCC(Cc1c(I)cc(I)c(N)c1I)C(=O)O (configuration not stated) | -1 | -6% | 3% | . | 0.0% | ? | 1% | . | 6% | 0% |
| CC(=O)N(CC(O)CO)c1c(I)c(C(=O)NCC(O)CO)c(I)c(C(=O)NCC(O)CO)c1I (configuration not stated) | -1 | -3% | -3% | 3% | -0.1% | ? | 1% | . | 0% | -1% |
| C/C=C(/C)C(=O)O[C@@H]1c2cc3c(c4c2[C@@]2(CO4)C(=O)C(OC)=C(OC)C=C2C[C@@H](C)[C@H]1C)OCO3 | -2 | 0% | -13% | -7% | -0.5% | 12% | -2% | 2% | 15% | -1% |
| CN1CCC(=C2c3ccccc3CC(=O)c3sccc32)CC1 | 10&1&4 | 1%&-5%&0% | -10%&-1% | 12%&8%&-1% | -1.8%&-0.9%&-0.4% | -6%&25% | 8%&-6%&-10% | . | 0%&1%&-1% | -3%&-9% |

Going on with the list:
SMILES	TRPV1 agonist	TSG101-PTAP inh	A-T KAP1 phos	CXXC DNA block	B2AR arrestin	ELG1 repair inh	TCR activator	a7 integrin act	BRCA1 expr up	p53 reactivation
Nc1cc(=O)[nH]c(N)n1	4	-1%	-2%	6%	0.0%	7%	2%	.	0%	-3%
CCN(CC)CCOC(=O)C(c1ccccc1)c1ccccc1	1	0%	33%	10%&-6%	3.8%	6%	-6%	.	19%	1%
COc1ccc(S(=O)(=O)Nc2nnc(CC(C)C)s2)cc1	-2	-4%	2%	1%&12%&10%	-0.1%	0%	2%	18%	-12%	-5%
CC[C@]12CCCN3CCc4c(n(c5ccccc45)[C@@](O)(C(=O)OC)C1)[C@@H]32	1	-1%	-5%	.	0.2%	?	-7%	-17%	4%	5%
CCCc1cc(C(N)=S)ccn1	-5	-1%	11%	14%&3%	-0.2%	-8%	-13%	.	9%	0%
CN1CCN(CCCN2c3ccccc3Sc3ccc(S(=O)(=O)N(C)C)cc32)CC1	11	2%	-9%	1%[51.4 µM]	-0.2%	-8%	6%	.	-5%	-2%
C[C@H]1c2cccc(O)c2C(O)=C2C(=O)[C@]3(O)C(O)=C(C(N)=O)C(=O)[C@@H](N(C)C)[C@@H]3[C@@H](O)[C@@H]21	-5	2%	5%	-3%	-0.4%	13%	-4%	.	24%	6%
CCCCOC(=O)c1ccc(N)cc1	-2	3%	-2%	-4%	-1.1%	?	11%	.	-7%	10%
Cc1cc(O)c2c(c1)C(=O)c1cccc(O)c1C2=O	-5	.	-1%	4%	-0.7%	1%	.	.	.	-1%
O=C(NCCN1CCOCC1)c1ccc(Cl)cc1	-4	-1%	6%	4%	-0.5%	?	3%	.	11%	2%
COc1cc(NC(=O)c2cc(C3CC3)on2)c(OC)cc1Cl	?	0%	2%	2%	0.0%	?	6%	-9%	-64%	-1%
COc1cc(C(=O)NCCCCCC(=O)O)cc(OC)c1OC	-3	-4%	31%	4%&-5%	3.1%	9%	-7%	.	11%	5%
COc1cc2c(c(OC)c1OC)-c1c(cc(OC)c(OC)c1OC)C[C@H](C)[C@H](C)C2	?	-9%	?	-1%	0.2%	7%	4%	-20%	-21%	-4%
O=C1c2c(O)cccc2C(C2OC(CO)[C@@H](O)[C@H](O)[C@H]2O)c2cc(CO)cc(O)c21 (some centres not stated)	0	-9%	-1%	.	0.1%	15%	-4%	-18%	0%	-3%
O=C1c2ccccc2C(=O)c2c(O)c(O)cc(O)c21	.	-4%	-7%	.	0.3%	-15%	3%	.	-23%	6%
CC(=O)OCC(=O)C1(O)CCC2C3CCC4=CC(=O)C=CC4(C)C3(F)C(O)CC21C (configuration not stated)	.	-2%	.	.	.	.	-6%	6%	-20%	.
O=c1c(O[C@@H]2O[C@H](CO)C(O)C2O)c(-c2ccc(O)c(O)c2)oc2cc(O)cc(O)c12 (some centres not stated)	.	-10%	-11%	.	-2.8%	?	2%	-10%	17%	1%
CN1CCN(c2c(F)cc3c(=O)c(C(=O)O)cn4c3c2SCC4)CC1	1&-3	0%	0%	10%&11%&8%	-0.4%&-0.1%	-4%	4%[46.1 µM]	-3%	-5%	-3%
CN(C)CCC[C@@]1(c2ccc(F)cc2)OCc2cc(C#N)ccc21	.	-2%	.	-6%	.	.	-5%	.	0%	.
O=C(O)CCCCCCCC(=O)O	-3	1%	29%	-3%&5%	-0.5%	6%	5%	.	-10%	7%
CCC12CCCN3CCc4c(n(c5ccccc45)C(O)(C(=O)OC)C1)C32 (configuration not stated)	2	-11%	-5%	2%	-0.3%	4%	1%	-23%	-17%	4%
Nc1ncnc(Nc2ccccc2)n1	-2	-7%	-6%	-9%	0.2%	?	5%	.	45%	1%
O=C(c1ccccc1)c1ccc2n1CCC2C(=O)O (configuration not stated)	-1	2%	12%	-5%&7%	-2.5%	10%	2%	.	26%	5%
COc1c(O)cc2c(c1O)[C@@H]1O[C@H](CO)[C@@H](O)[C@H](O)[C@H]1OC2=O	1	0%	13%	3%	-0.7%	-6%	2%	-14%	3%	5%
CCOC(=O)Nc1ccc2c(c1)N(C(=O)CCN1CCOCC1)c1ccccc1S2	0&19&16	-5%&1%	-5%&-2%	1%	-0.1%&-0.6%&-0.3%	-12%&24%	-1%&-3%	27%	-32%&-31%	-23%&-7%
Cc1ccsc1/C=C/C1=NCCCN1C	-5	1%&-2%&-1%	3%&-6%	1%	-0.6%&-4.1%	12%&-1%	-9%&-1%&-3%	.	1%&-9%&-2%	-5%&2%
CCOc1ccc(NC(=S)N2CCC(C(O)(c3ccccc3)c3ccccc3)CC2)cc1	-1	-4%	-10%	3%	-0.8%	-4%	2%[46.1 µM]	-5%	-50%	3%
Oc1cc2c(cc1O)C1c3ccc(O)c(O)c3OCC1(O)C2 (configuration not stated)	-2	-3%	-38%[inhibitor]	-18%	-0.3%	-6%	7%	-31%	-13%&16%	5%
CCCN(CCC)C(=O)C(CCC(=O)O)NC(=O)c1ccccc1 (configuration not stated)	1&0	0%	23%&5%	1%&2%	-1.9%&-1.0%	-4%&1%	2%	.	-2%	2%&6%

Assay outcomes (PubChem BioAssay)
